ERK EGF inh: EGF-driven ERK pathway inhibition | HEK293-V1b, EGF-stimulated phospho-ERK AlphaScreen | Potency, µM (doses to about 11.5 µM), without a hit: at the highest dose activity change, negative = inhibition, actives largely listed as inhibitors | 130,000 tested, 0.41% active | AID 1454; active means well fitted inhibition curve with a large enough effect; inconclusive means small, poorly fitted or top-dose-only effect, or effect the other way;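 further: plate controls were stimulated vehicle wells for no effect and unstimulated vehicle basal for full effect; nearly all actives have a fitted effect of over 55% in size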
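Concentration-response of compounds against EGF-driven ERK phosphorylation in V1b-expressing HEK293 cells; 30 min preincubation, 5 min EGF, AlphaScreen detection; Normalized to DMSO basal and 25 nM EGF.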
* = called active by the depositor; ? = inconclusive; [ ] = dose if it differs, or a comment. Potency means the concentration at half of the fitted maximal effect.

SMILES	ERK EGF inh
COCCn1c(SCC(=O)c2c(-c3ccccc3)n(C)c3ccccc23)nnc1-c1ccncc1	-1%
O=C(NC(=S)Nc1ccc(S(=O)(=O)Nc2nccs2)cc1)c1cccnc1	-3%
O[C@H](CN1CCN(c2cccc(Cl)c2)CC1)C(c1ccccc1)c1ccccc1	-3%
N#C/C(=C\c1ccccc1[N+](=O)[O-])C(=O)NC1CCCCC1	13%
CC(C)c1onc(C(=O)N2CCN(Cc3ccccc3)CC2)c1[N+](=O)[O-]	?
Cc1cc(N2CCC(C)CC2)nc(-c2ccccc2O)n1	6%[57.5 µM]
COc1ccc(NCc2nnc(SCC(=O)NCc3ccccc3)n2-c2ccccc2OC)cc1	-9%
CCOC(=O)C1CCCN(Cc2c(C(=O)N3CCCCC3)nc3c(C)cccn23)C1 (configuration not stated)	?
O=C(Nc1cccc(C(=O)O)c1)/C(=C\c1ccc2c(c1)OCO2)NC(=O)c1ccc(Br)cc1	5%
Cc1ccc(SCC(=O)NC(=O)NC(C)C)c(C)c1	-1%
CCCNS(=O)(=O)c1ccc(OCC(=O)NCCCOC)cc1	-1%
O=C(NCCc1ccccc1)C1CCC(CNS(=O)(=O)c2cccc3cccnc23)CC1 (configuration not stated)	8%[57.5 µM]
O=C(Nc1cccc2c1[nH]c1ccccc12)C(F)(F)F	-49%
Cc1ccccc1-c1cncnc1NCCN1CCOCC1	15%
Cc1cccc(NC(=O)C2SC(=Nc3c(C)cccc3C)C(C(=O)N3CCOCC3)=C2N)c1 (configuration not stated)	1%
CCC1=C2CC[C@H]3C(=O)N(CC(=O)OC)C(=O)[C@H]3[C@H]2[C@@]2(C)C(=O)N(CC3CC3)C(=O)N2C1=O	-2%
Cc1noc(C)c1C(=O)Nc1ccc(F)cc1	6%
COc1ccccc1NC(=O)Cn1nc(Cc2cccnc2)c2ccccc2c1=O	20%[57.5 µM]
O=S(=O)(NCc1ccccn1)c1ccc(Cl)c(C(F)(F)F)c1	28%
COC(=O)c1c(C)oc(C)c1S(=O)(=O)NCc1ccc(Cl)cc1Cl	4%[57.5 µM]
CCOC(=O)CN1C(=O)CCSc2ccc(Cl)cc21	5%
COc1ccc2c(c1)C1=NN(/C(C)=C/C(C)=O)C(c3ccc(F)cc3)C1CC2 (configuration not stated)	5%
NC(=O)C1CCN(C(=O)c2ccco2)CC1	5%
CS(=O)(=O)N(Cc1ccc(Cl)cc1)c1ccc(C(=O)NCC2CCCO2)cc1 (configuration not stated)	-3%
COc1ccc(CC(=O)N/N=C/c2ccc(-c3ccc(F)cc3)o2)cc1OC	-4%[57.5 µM]

Brought forward from above: 2 compounds, then new ones.
SMILES	ERK EGF inh
CS(=O)(=O)N(Cc1ccc(Cl)cc1)c1ccc(C(=O)NCC2CCCO2)cc1 (configuration not stated)	-3%
COc1ccc(CC(=O)N/N=C/c2ccc(-c3ccc(F)cc3)o2)cc1OC	-4%[57.5 µM]
O=C(C1CCCN(S(=O)(=O)c2cccnc2)C1)N1CCN(c2ccccn2)CC1 (configuration not stated)	9%
Cc1c(C(=O)Nc2ccc(S(=O)(=O)NCC3CCCO3)cc2)cccc1[N+](=O)[O-] (configuration not stated)	-11%
Cc1ccc(C(=O)c2no[n+]([O-])c2C(=O)c2ccc(C)cc2)cc1	?
Oc1oc(-c2cccc3ccccc23)nc1/C=N/c1nccs1	2%
O=C(/C=C/c1ccc2c(c1)OCO2)c1ccc(F)cc1	-3%
O=C(N/C(=C\c1cn(-c2ccccc2)nc1-c1ccccc1)C(=O)N1CCOCC1)c1ccccc1	-1%
C=CCNC(=O)c1ccc(Cn2cc(C(F)(F)F)ccc2=O)cc1	7%
N#Cc1ccc(OCC(O)CS(=O)(=O)c2ccc(F)cc2)cc1 (configuration not stated)	-5%
CCCCCCC(=O)Nc1nnc(CC)s1	2%
CC(C)c1ccc(OCC(=O)NNC(=O)c2cnccn2)cc1	-1%[57.5 µM]
Cc1ccc(-n2[nH]c(C)c(C=Nc3ccc(Br)cn3)c2=O)cc1	9%
Cc1sc(N)nc1-c1ccccc1	1%
COc1cccc(C(=O)Nn2cnnc2)c1	-3%
O=C(COc1cccnc1[N+](=O)[O-])Nc1ccc2c(c1)OCO2	-6%[57.5 µM]
CC(=O)Nc1ccc(Nc2nc(C)c([N+](=O)[O-])c(Nc3ccccc3)n2)cc1	32µM*
C=C(C)C1CC=C(C)/C(=N/NC(=O)CNc2ccc(C)cc2C)C1 (configuration not stated)	13%
Cc1cc(-c2cc(-c3ccc(Cl)cc3)on2)nc(NC2CCCC2)n1	-8%[57.5 µM]
CNCc1ccccc1Sc1cccc(O)c1	3%
COc1ccc2c(c1)O[C@@H](c1ccc3c(c1)OCO3)[C@H](OC(=O)N[C@H]1CCCc3ccccc31)C2=O	4%
COc1ccc(/C=N/N2C(=O)CN(C(=O)c3ccccc3)C2c2ccc(OC)cc2)cc1 (configuration not stated)	11%[57.5 µM]
CCOc1cccc(C(=O)N(Cc2ccco2)C2CCS(=O)(=O)C2)c1 (configuration not stated)	-5%
COC(=O)CN(c1ccccc1[N+](=O)[O-])S(=O)(=O)c1ccccc1	1%
Cc1cc2cc(CCNC(=O)C(=O)c3c[nH]c4ccccc34)c(=O)[nH]c2cc1C	-27%
O=C(COc1ccc(Cl)cc1)NCc1ccncc1	-5%
O=C(CP(=O)(c1ccccc1)c1ccccc1)N1CCOCC1	-1%
O=C(Oc1c(CN2CCOCC2)cc(Cl)c2cccnc12)c1ccccc1	2%
Cc1cccc(NC(=O)CN2C(=O)N/C(=C\c3ccc(-c4cccc(C(=O)O)c4)o3)C2=O)c1	4%[57.5 µM]
COc1ccc(N2CCN(C(=O)CNC(=O)c3cn(-c4ccccc4OC)c(=O)c4ccccc34)CC2)cc1	2%
Cc1cccc(C(=O)NCCNC(=O)c2cccc(C)c2)c1	-1%
O=C(Nc1ccc(O)cc1)/C(=C\c1cccs1)NC(=O)c1ccccc1	0%
COc1ccc2oc(C(=O)OCC(=O)NCCN3C(=O)CSC3=O)c(C)c2c1	2%
O=C(Cn1nnc2ccccc2c1=O)N[C@H](C(=O)O)c1ccccc1	3%[57.5 µM]
CCOCCCNC(=O)C(c1ccc(Cl)cc1)N(Cc1cccs1)C(=O)c1ccccn1 (configuration not stated)	2%
CCCCC(NS(=O)(=O)c1ccc(C)cc1)C(=O)Oc1ccc2c3c(c(=O)oc2c1)CCC3 (configuration not stated)	-3%
O=C(Nc1ccccn1)c1ccc(COc2ccccc2Cl)o1	5%
O=S(=O)(Nc1cccc2ccccc12)c1cccc2nonc12	-5%[57.5 µM]
COc1cc(C(O)P(=O)(OCCC(C)C)c2ccc(N(C)C)cc2)cc(OC)c1OC (configuration not stated)	-12%[57.5 µM]
CCOc1nc(-c2ccccc2)ccc1-c1noc(COC)n1	3%
CN1CCC(=NNC(=O)c2cc(-c3ccc(Cl)cc3)n[nH]2)CC1	-5%[57.5 µM]
CCCCn1cnc2c(cnn2-c2ccc(Cl)cc2)c1=O	7%
COc1ccc(CN(C)C(C)C(=O)Nc2ccc(S(=O)(=O)N3CCOCC3)cc2)c(OC)c1 (configuration not stated)	-1%
COc1cc2c(cc1OC)CN(C(=O)c1ccc(S(=O)(=O)N3CCCCC3)cc1)CC2	-11%
COC(=O)C1CC(O)CN1C(=O)Nc1cccc(C(F)(F)F)c1 (configuration not stated)	-10%
CCOC(=O)c1c(NC(=O)CSc2nc3ccccc3o2)sc(C(C)=O)c1C	9%
CC(c1ccccn1)N(Cc1ccco1)C(=S)Nc1cccc(F)c1 (configuration not stated)	-8%
Cc1ccc(NC(=O)Cc2cc(C(=O)O)c3ccccc3n2)c(C)c1	-6%
CNc1ccc(/C=C/C(=O)c2cccc3ccccc23)cc1[N+](=O)[O-]	?
CCCN1Cc2cccc(C(=O)NC(CC(=O)OCC)c3ccc(OC(C)C)cc3)c2C1=O (configuration not stated)	-2%
O=C(CNC(=O)c1ccc2c(c1)OCCO2)N/N=C/c1ccc(Cl)cc1	-2%
O=C(Cc1c[nH]c2ccccc12)N1CCN(c2ccccc2)CC1	1%

Shown as labelled records: four of the compounds above
CCOC(=O)c1c(NC(=O)CSc2nc3ccccc3o2)sc(C(C)=O)c1C
  ERK EGF inh: 9%

CC(c1ccccn1)N(Cc1ccco1)C(=S)Nc1cccc(F)c1 (configuration not stated)
  ERK EGF inh: -8%

Cc1ccc(NC(=O)Cc2cc(C(=O)O)c3ccccc3n2)c(C)c1
  ERK EGF inh: -6%

CNc1ccc(/C=C/C(=O)c2cccc3ccccc23)cc1[N+](=O)[O-]
  ERK EGF inh: ?

Following part.
SMILES	ERK EGF inh
CC(=O)C1=C(C)NC(=S)NC1c1cc([N+](=O)[O-])ccc1O (configuration not stated)	-5%[57.5 µM]
CC(C)OCCCNc1nc2c(-c3ccccc3)nnn2c2ccccc12	?
CCC(=O)Nc1ccc(C(=O)NCc2ccccn2)cc1	-3%
OCC1(CCCc2ccccc2)CCN(C2CCSCC2)CC1	-8%[57.5 µM]
C1CCN2CC3CC(CN4CCCC[C@@H]34)C2C1 (some centres not stated)	-2%
CCCCNc1nc(C)nc2c1nc(-c1ccccc1)n2CCN1CCCC1	-16%
CC(C)N1CCN(Cc2ccc(C#CCCO)cc2)CC1CCO (configuration not stated)	-6%
Cc1cc2ccccc2nc1SCC(=O)NC1CCCCC1	-2%
Cc1ccc(NC(=O)COc2ccccc2C(=O)Nc2ccccc2)cc1Cl	2%
CC1CCCCN1S(=O)(=O)c1ccc(S(=O)(=O)NCCc2ccncc2)cc1 (configuration not stated)	-7%
CN1CCN(C(=O)C2=C[C@H](c3coc4ccccc4c3=O)C[C@H](OCc3ccc(CO)cc3)O2)CC1	-18%[57.5 µM]
Cc1ccc(NC(=O)COC(=O)c2cccc(N3C(=O)c4ccccc4C3=O)c2)cc1	-1%[57.5 µM]
CCc1ccc2c(c1)C(c1ccc([N+](=O)[O-])cc1)=NNC(c1ccc(Br)cc1)=N2	2%
COc1ccc(/C=N\N=C2/SC(CC(=O)O)C(=O)N2c2ccc(O)cc2)cc1OC (configuration not stated)	4%
c1ccc(Cn2nnnc2C(c2cccs2)N2CCSCC2)cc1 (configuration not stated)	-2%
CC(=O)N1c2ccc([N+](=O)[O-])cc2NC(=O)CC1C (configuration not stated)	-1%
CC(=O)C1C(=O)CC(C)(O)C(C(C)=O)C1c1ccccc1 (configuration not stated)	-2%
Cc1cc(-c2nnc(SCC(=O)Nc3nc(-c4ccc(Cl)cc4)cs3)o2)no1	0%[57.5 µM]
O=C(Nc1cccc([N+](=O)[O-])c1)c1ccccc1	-4%[57.5 µM]
COc1ccc(N2CCN(c3ccc([N+](=O)[O-])nc3)CC2)cc1	-4%[57.5 µM]
CCCNC(=O)CN(C)S(=O)(=O)c1ccc(F)cc1	4%
COc1ccc(C(=O)N2CCC[C@@]3(CCN(Cc4nccs4)C3)C2)cc1	-8%
CC(C)N(CCc1ccncc1)C(=S)Nc1cccc(Cl)c1	4%
C=CCCN(C1CCCC1)S(=O)(=O)c1ccccc1Br	0%[57.5 µM]
COc1ccc(C=O)cc1Cn1c(=O)n(CCC(=O)NCc2ccco2)c(=O)c2sccc21	-7%
Cc1cc(C)n(C(=O)COc2ccccc2C)n1	-2%
C/C(=N/NC(=O)c1cc(-c2ccc(Cl)s2)[nH]n1)c1ccco1	4%[57.5 µM]
CCNc1nc(NC(N)=S)nc(NC(C)(C)C)n1	-1%
CCCn1nnc(NC(=O)c2cccnc2Cl)n1	-4%
CCc1ccc(NCc2nc(-c3ccccc3)no2)cc1	-2%
O=c1ccccn1CCOc1ccccc1Cl	-2%
Nc1ccc(S(=O)C(F)(F)F)cc1 (configuration not stated)	1%
COC(=O)c1ccc(CNC(=O)COC(=O)c2cc(Cl)nc(Cl)c2)cc1	-4%
COc1cc(CNc2ccc(S(N)(=O)=O)cc2)ccc1OCC(=O)NC1CCCCC1	-10%
CCOC(=O)C(=O)NNc1ccc(F)cc1	-6%[57.5 µM]
CC1CCCCC1NC(=O)CN(C)S(=O)(=O)c1cccc2cccnc12 (configuration not stated)	8%[57.5 µM]
COc1ccc(-c2ccnc(-c3ccncc3)n2)cc1	-7%[57.5 µM]
Cc1occc1C(=O)NC1CCCCCCC1	-1%
COc1ccccc1N1CCN(C(=S)Nc2cccc(C)c2)CC1	0%
COc1cccc([C@@H]2Oc3ccc(OC)cc3C[C@H]2OC(=O)N[C@H](C)C2CCCCC2)c1	-14%
COc1ccc(N2C(=O)[C@@H]3C(c4cccnc4)=NO[C@@H]3C2=O)cc1	-5%[57.5 µM]
COCCCn1c2nc3ccccc3nc2c2c(=O)n(-c3ccccc3OC)c(C)nc21	-2%
CCOC(=O)C1(Cc2cccc(OC)c2)CCN(Cc2cccc3c2OCO3)CC1	-16%
Oc1[nH]c2ccccc2c1N=NC(=S)N1CCOCC1	-3%[57.5 µM]
Cn1cc(C(=O)N/N=C/c2ccc3c(c2)OCO3)c2ccccc21	-12%[57.5 µM]

Compound activity deposited in PubChem BioAssay by National Center for Advancing Translational Sciences (NCATS).

The list is partial (hit frequency here may not be typical).
